Bioassay records from PubChem BioAssay.
PAFAH1B3 inh = blocks human PAF acetylhydrolase 1B catalytic subunit 3; actives 0.28% (n = 340,000); recombinant PAFAH1B3, FP-rhodamine probe, fluorescence polarization; Q15102; inhibition, % at 3.39 µM;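 active = inhibition above the screen-wide average of all tested compounds plus 3 SD, cut at about 25% in these data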;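 note: 0% = enzyme with DMSO only and 100% = wells lacking PAFAH1B3 protein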
Target sequence (Q15102 whole entry, looked up): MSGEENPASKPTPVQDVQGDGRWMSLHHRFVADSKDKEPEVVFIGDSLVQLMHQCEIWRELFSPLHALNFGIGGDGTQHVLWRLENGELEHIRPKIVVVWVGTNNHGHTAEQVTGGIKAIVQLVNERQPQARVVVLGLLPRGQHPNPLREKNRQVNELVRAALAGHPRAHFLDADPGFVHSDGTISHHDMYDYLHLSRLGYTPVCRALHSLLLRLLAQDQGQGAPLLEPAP
GSTO1 counter = GSTO1 inhibition, counter-screen for RBBP9 inhibitors; P78417; recombinant GSTO1, activity-based probe fluorescence polarization; inhibition, % at 5.96 µM; actives 1.1% (n = 300,000);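 active = inhibition above the campaign mean inhibition plus 3 SD, cut at about 35% in these data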;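 note: 0% = GSTO1-1 with DMSO and 100% = wells lacking GSTO1-1 enzyme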
Target sequence (P78417 whole entry, looked up): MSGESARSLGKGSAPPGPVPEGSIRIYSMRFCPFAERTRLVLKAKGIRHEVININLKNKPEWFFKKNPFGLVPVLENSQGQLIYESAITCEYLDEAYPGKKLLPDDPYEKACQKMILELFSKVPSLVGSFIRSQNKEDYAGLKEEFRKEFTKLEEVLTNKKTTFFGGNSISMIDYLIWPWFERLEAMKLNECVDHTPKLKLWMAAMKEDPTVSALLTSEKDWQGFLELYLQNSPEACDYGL
LYPLA2 counter = blocks human lysophospholipase 2, a PME1 counter-screen | recombinant LYPLA2, FP-Rh probe fluorescence polarization | actives 0.38% (n = 320,000) | AID 2177 | inhibition, % at 5.9 µM | O95372;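 active = inhibition above the screen-wide mean plus 3 SD, limit set per campaign, cut at about 26% in these data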;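 note: 0% = LYPLA2 with DMSO and 100% = wells lacking LYPLA2 enzyme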
pPAFAH FP inh = inhibitors of human plasma PAF acetylhydrolase (pPAFAH). Q13093. inhibition, % at 3.39 µM. actives 1.5% (n = 330,000). AID 463082. recombinant pPAFAH, FP-rhodamine probe fluorescence polarization;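 active = inhibition above the mean inhibition across the screen plus 3 SD, cut at about 25% in these data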;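 note: inhibitors block binding of the rhodamine activity-based probe so polarization drops; 0% = enzyme with DMSO and 100% = wells lacking pPAFAH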
LYPLA1 counter = blocks human lysophospholipase 1, a PME1 counter-screen; O75608; recombinant LYPLA1, FP-Rh probe fluorescence polarization; inhibition, % at 5.9 µM; actives 0.16% (n = 320,000);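 active = inhibition above the mean of all tested compounds plus 3 SD, set per campaign, cut at about 14% in these data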;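 note: inhibitors block serine hydrolase probe labeling of LYPLA1 so polarization falls; 0% = enzyme with DMSO and 100% = wells lacking LYPLA1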
Target sequence (O75608 whole entry, looked up): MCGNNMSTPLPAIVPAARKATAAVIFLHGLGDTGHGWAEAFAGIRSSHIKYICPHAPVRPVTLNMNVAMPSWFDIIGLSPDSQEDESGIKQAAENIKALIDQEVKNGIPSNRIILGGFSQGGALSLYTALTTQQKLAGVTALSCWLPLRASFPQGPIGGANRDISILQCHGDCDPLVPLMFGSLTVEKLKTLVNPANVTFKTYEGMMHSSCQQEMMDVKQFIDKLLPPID
PAFAH2 inh = PAFAH2 (human) inhibition; Q99487; recombinant PAFAH2, FP-rhodamine activity probe, fluorescence polarization; inhibition, % at 3.39 µM; actives 0.99% (n = 340,000); AID 492956;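 active = inhibition above the mean over all tested compounds plus 3 SD, cut at about 30% in these data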;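 note: inhibitors block probe labeling of enzyme so polarization drops; 0% = enzyme with DMSO and 100% = wells lacking PAFAH2 protein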
PAFAH1B2 FP inh = inhibitors of human PAFAH1B2 | P68402 | recombinant PAFAH1B2, FP-rhodamine activity probe, fluorescence polarization | inhibition, % at 3.39 µM | actives 1.2% (n = 340,000) | AID 492953;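 active = inhibition above the mean of all tested compounds plus 3 SD, cut at about 24% in these data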;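 note: 0% = enzyme with DMSO and 100% = wells lacking PAFAH1B2; many of its hits are not listed in these tables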
Target sequence (P68402 whole entry, looked up): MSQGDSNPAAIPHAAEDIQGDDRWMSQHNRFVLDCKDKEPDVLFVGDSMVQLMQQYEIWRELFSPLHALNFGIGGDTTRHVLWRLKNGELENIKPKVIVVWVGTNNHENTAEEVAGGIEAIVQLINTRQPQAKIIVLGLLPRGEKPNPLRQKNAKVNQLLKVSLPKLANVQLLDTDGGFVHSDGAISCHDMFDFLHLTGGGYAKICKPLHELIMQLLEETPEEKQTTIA
PREPL inh = human PREPL enzyme inhibition | Q4J6C6 | recombinant PREPL, fluorescence polarization activity-based probe | inhibition, % at 5.96 µM | actives 0.68% (n = 320,000) | AID 2751; in the data active = inhibition above about 43%;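 note: 0% = enzyme with DMSO and 100% = wells lacking enzyme; many of its hits are not listed in these tables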
PAD4 inh = blocks human protein arginine deiminase 4 | Q9UM07 | recombinant PAD4, RCA probe fluorescence polarization | inhibition, % at 6.36 µM | actives 0.41% (n = 330,000) | AID 485272;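 active = percent inhibition above a cutoff equal to the mean of all tested compounds plus 3 SD, cut at about 15% in these data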;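 note: 0% = PAD4 with RCA probe and DMSO and 100% = probe without PAD4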
Active calls of the source: *; nt = no result given. These rows are one share of the data; the hit share may differ from the screen's.

SMILES	PAFAH1B3 inh	GSTO1 counter	LYPLA2 counter	pPAFAH FP inh	LYPLA1 counter	PAFAH2 inh	PAFAH1B2 FP inh	PREPL inh	PAD4 inh
CCC[C@@H](CN[C@@H](CNC)C(C)C)NCCCCc1ccccc1	-3	5	8	-2	3	-1	6	25	1
CN(C(=O)COc1ncnc2sccc12)C1CCCCC1	7	nt	4	3	3	0	-2	-2	-1
CS(=O)(=O)N1CCN(C(=O)c2ccncc2)CC1	8	2	2	6	1	11	1	5	2
CNS(=O)(=O)c1ccc(NC(=O)c2csc(C)c2)cc1	8	-3	-1	7	3	-2	2	1	6
Cc1ccc(C(=O)OCC(=O)NC(=O)c2cccn2C)cc1	2	2	2	4	-1	47*	3	3	5
CC1CCN(C(=O)Oc2ccccc2)CC1	-4	-2	1	0	1	4	2	16	-1
O=C(O)c1ccc(NC(=O)c2cn(-c3ccccc3)nc2-c2ccccc2)cc1	4	-7	-9	-6	-5	-5	3	-2	-5
CC1CCN(C(=O)CSc2nnc3ccccn23)CC1	7	nt	nt	-5	nt	-2	5	-4	-8
CNS(=O)(=O)c1ccc(NC(=O)C2c3ccccc3Oc3ccccc32)cc1	2	1	0	4	1	-5	1	6	-4
CCC(C)c1ccc(Nc2ncccc2C#N)cc1 (centres undefined)	3	2	5	3	0	-3	2	5	-5
CCCCCCCCCSc1n[nH]c(N)n1	5	2	6	5	4	3	2	3	-4
CCCNc1nc(C)cc(-c2cc(C(=O)NC3CCCC3)on2)n1	-2	1	-1	2	-3	-1	-3	-2	2
CCOC(=O)c1c(C)[nH]c(C(=O)CN2C(=O)NC(C)(c3ccc(C)cc3)C2=O)c1C (centres undefined)	0	-8	-3	-4	-8	5	-3	-9	-6
COC(=O)C1=C(C)N(C)C(=O)/C1=C\c1cccs1	1	0	0	2	0	-15	4	4	1
COc1ccc(Nc2nnc(SCc3cc([N+](=O)[O-])cc4c3OCOC4)s2)cc1	6	6	0	9	-5	9	-1	7	-6
Cc1ccc(S(=O)(=O)Nc2cc3c4c(c2)CCN4C(=O)CC3)cc1	6	-12	-1	-4	2	5	6	6	-7
COc1ccc(C(=O)N/N=C(\N)c2cc3ccccc3oc2=O)cc1	10	5	4	3	4	-3	10	16	-2
COc1ccc(S(=O)(=O)NCC2CCCN(Cc3cccc(C(C)=O)c3)C2)cc1 (centres undefined)	2	2	-10	4	-3	-2	-3	2	-4
CC1CCCN(C(=O)c2ccc(S(=O)(=O)Nc3ccccc3Cl)cc2)C1 (centres undefined)	0	-2	-7	-4	-3	6	8	2	-5
Cc1nc([N+](=O)[O-])cn1CC(=O)c1ccccc1	2	-4	0	-1	-3	4	3	14	0
Cc1ccc(Nc2c3c(nc4ccccc24)CCC3)cc1	nt	4	-7	5	-3	nt	nt	36	-1
CCN1Cc2ccccc2-c2ccccc2S1(=O)=O	7	nt	nt	4	nt	-4	-2	nt	0
COc1ccc(CCc2nnc(CCC(=O)NCC3CCCO3)o2)cc1 (centres undefined)	10	11	-1	0	2	4	6	2	3
O=C(c1ccc(CNS(=O)(=O)c2ccc(Br)cc2)cc1)N1CCCCC1	6	2	8	10	4	1	6	6	10
Cc1noc(C)c1Cc1c(Cl)cccc1Cl	-3	6	4	8	3	1	4	1	-3
Cc1cc(N2CCN(C)CC2)nc2ccc(NC(=O)CCC(=O)N3CCN(c4ccc([N+](=O)[O-])cc4)CC3)cc12	10	-4	18	12	4	12	2	66*	-6
COc1cccc(C(=O)OCC(=O)Nc2ccccc2N2CCOCC2)c1	-2	1	-1	17	-2	4	-2	6	-5
CCCCOc1ccc(C(=O)NCC(=O)N(C)CC(=O)Nc2ccc(N3CCOCC3)cc2)cc1	4	17	-2	15	5	7	7	2	0
CCC(NS(=O)(=O)c1ccc(C)cc1)C(=O)N1CCC2(O)CCCCC2C1 (centres undefined)	-2	2	-2	0	1	2	7	12	-2
CC1(C)CC(=O)C=C(NNC(=O)c2ccccc2)C1	4	6	-1	4	-1	1	5	-3	1
CCOCCCNC(=O)c1ccc(-n2c(=S)[nH]c3ccccc3c2=O)cc1	4	10	8	1	1	-2	2	-7	3
Cc1cc(C)c(C)c(S(=O)(=O)NCC(=O)Nc2sc3c(c2C(N)=O)CCCC3)c1C	7	-2	-5	2	-2	-7	-6	18	-5
NC(=O)/C(=C\c1ccccc1)NC(=O)/C=C/c1ccccc1	-2	-3	6	3	4	-5	3	-1	-2
COc1ccccc1/C=C/C=N/NC(=O)c1ccncc1	-2	-2	2	-5	3	3	-2	10	-3
CCCn1nnnc1NC(=O)COc1ccc(CC)cc1	-4	7	5	1	1	-6	15	11	1
Cc1cccc(-c2noc(CCC(=O)NCC3CCCO3)n2)c1 (centres undefined)	2	2	7	1	2	11	2	12	0
Cc1ncoc1C(=O)NCCC(c1ccccc1)c1ccccc1	5	4	2	5	1	-10	5	-19	5
CCOC(=O)c1nnc(-c2ccc(C)cc2)nc1Sc1ccc(Cl)cc1	-7	-7	-2	3	1	3	0	-8	3
CSC1=NC(C)(C)C=C(/C=C/c2ccc(Cl)cc2Cl)N1	7	4	-1	0	1	4	5	13	-8
Cc1c(NS(=O)(=O)c2ccc(C(=O)NCc3ccccc3)cc2)c(=O)n(-c2ccccc2)n1C	-3	-2	4	1	-3	-5	-3	9	1
CCOC(=O)C1=C(C)N=c2s/c(=C/c3ccc(OCC(=O)O)cc3)c(=O)n2C1c1ccc(OC)cc1OC (centres undefined)	0	-8	-9	2	-3	11	-4	-2	3
Cc1c(O)c(=O)n(-c2ccccc2)n1C	11	-4	-2	3	-2	-7	5	1	1
CCOC(=O)c1c(NC(=O)CSc2nnc(CNC(=O)c3ccco3)n2C)sc2c1CCC2	1	13	-2	7	-1	-1	-4	12	-1
O=c1[nH]nc(Sc2ncnc3sccc23)n1CCc1ccccc1	-1	0	9	0	-1	-5	9	14	6
COc1cc(C(=O)Oc2ccccc2N)cc(OC)c1OC	2	-2	6	8	5	-1	12	6	-2
c1ccc(CN2OCC3Cn4c(nc5ccccc54)C32)cc1 (centres undefined)	-3	-1	7	-2	0	7	5	14	2
COc1ccc(CNC(=O)C(=O)NCC2CCCO2)cc1 (centres undefined)	10	-6	-4	-4	-1	4	0	-1	4
COc1cc(C2NC(=O)CCC2[N+](=O)[O-])cc(Br)c1OC (centres undefined)	7	-2	-3	0	3	-2	7	-4	2
CC(On1c(-c2ccccc2)nc2ccc(Cl)cc21)C(=O)O (centres undefined)	2	-10	4	-5	-1	1	1	-7	2
O=C(NCc1cccc2ccsc12)c1cccs1	8	nt	9	1	5	1	8	7	4
O=C(Nc1ccccc1-c1ccccc1)C1CCCC1	8	12	1	1	0	-1	13	18	2
Cc1ccc(S(=O)(=O)NCCSc2nnnn2-c2ccccc2)cc1	8	7	13	6	5	0	1	0	-8
Cc1cccc(N(C(=O)c2snc(C(N)=O)c2N)C(C(=O)NCC2CCCO2)c2cccs2)c1 (centres undefined)	-7	3	17	3	-3	1	-10	14	-1
CC(=O)Nc1ccc(OCC(O)Cn2c(C)nc3ccccc32)cc1 (centres undefined)	2	-1	-3	5	-1	-3	4	-1	2
CCSCCNC(=O)c1cc(-n2cnnc2)ccc1Cl	2	1	-1	-3	4	-4	4	17	2
Cn1c(=O)oc2cc(S(=O)(=O)N3CCCC(C(=O)NCC4COc5ccccc5O4)C3)ccc21 (centres undefined)	0	2	-2	3	-1	-4	0	-14	0
COC(=O)c1ccc(OCC(=O)c2cccc(OC)c2)cc1	6	0	4	3	2	-2	-8	-1	-4
CCCn1c(Cc2ccccc2)n[nH]c1=S	-4	8	-5	0	-5	0	7	0	2
S=c1[nH]nc(CSCCOc2ccc(Cl)cc2Cl)o1	4	13	-2	8	-5	4	34*	0	4
COc1ccc(S(=O)(=O)N2CCC(C(=O)NCCC(=O)NCc3cccc(OC)c3)CC2)cc1	6	-1	2	7	-3	1	14	3	3

Complete entries from above. Screens in order: PAFAH1B3 inh	GSTO1 counter	LYPLA2 counter	pPAFAH FP inh	LYPLA1 counter	PAFAH2 inh	PAFAH1B2 FP inh	PREPL inh	PAD4 inh
Profile of CC(On1c(-c2ccccc2)nc2ccc(Cl)cc21)C(=O)O (centres undefined) : 2	-10	4	-5	-1	1	1	-7	2
Profile of CCCn1c(Cc2ccccc2)n[nH]c1=S : -4	8	-5	0	-5	0	7	0	2
Profile of Cc1cccc(N(C(=O)c2snc(C(N)=O)c2N)C(C(=O)NCC2CCCO2)c2cccs2)c1 (centres undefined) : -7	3	17	3	-3	1	-10	14	-1
Profile of Cn1c(=O)oc2cc(S(=O)(=O)N3CCCC(C(=O)NCC4COc5ccccc5O4)C3)ccc21 (centres undefined) : 0	2	-2	3	-1	-4	0	-14	0

The results go on.
SMILES	PAFAH1B3 inh	GSTO1 counter	LYPLA2 counter	pPAFAH FP inh	LYPLA1 counter	PAFAH2 inh	PAFAH1B2 FP inh	PREPL inh	PAD4 inh
Cc1nc(NC(=O)CSc2ccccc2N)sc1C	nt	5	2	2	0	nt	nt	11	3
CC(C)N(CCNCC(O)COc1ccc(C(C)(C)c2ccccc2)cc1)C(C)C (centres undefined)	-8	2	0	23	2	1	13	10	-3
CSc1c(C#N)sc(=S)n1-c1ccc(C)cc1	3	-6	-9	2	2	6	8	-4	-3
O=C(COc1ncnc2ccccc12)NCC1CCCO1 (centres undefined)	0	1	11	-2	1	-1	-1	10	0
N/C(CS(=O)(=O)c1ccccn1)=N\OC(=O)c1ccccc1Cl	nt	2	3	1	0	nt	nt	-11	-2
Cn1c(=O)nc2n(Cc3ccccc3)c3ccccc3cc-2c1=O	0	2	-3	2	-1	9	0	-36	-5
COc1ccc(-c2noc(CNC(=O)CCN3C(=O)[C@H]4CC=CC[C@H]4C3=O)n2)cc1	-1	4	6	-3	-4	2	-9	5	4
CC(C)NC(=O)C1(c2ccccc2)CCOCC1	-4	0	3	7	5	3	0	-3	-2
O=C(CCOc1ccccc1)NCC(c1ccco1)N1CCCCC1 (centres undefined)	-1	3	3	3	2	-2	5	-2	-3
Nc1cc(=O)[nH]c(=O)n1CCCc1ccccc1	5	1	-6	4	-1	2	8	4	0
Cn1c(=O)[nH]c(=O)c2c1nc(N1CCNCC1)n2Cc1ccccc1	10	4	-1	0	-1	0	6	1	0
CN1CCC(=NNC(=O)c2cn(-c3ccccc3)nc2-c2ccccc2)CC1	10	-2	-16	-8	-13	-1	4	-3	-8
Cc1c(OCC(=O)NCC2CCC(C(=O)NCCCO)CC2)ccc2c(-c3ccccc3)cc(=O)oc12 (centres undefined)	2	0	8	7	1	3	1	-1	6
Cc1cc(NC(=O)CSc2nc(-c3ccccc3)nc3c2c(=O)n(C)c(=O)n3C)no1	1	-2	1	0	-1	3	-2	15	-2
COc1ccccc1N1CCN(C(=O)c2cccs2)CC1	1	-3	-5	0	-1	-1	4	-1	-2
CCOC(=O)c1nn(-c2ccccc2)c(C#N)c1N	7	-3	-5	-11	-2	-5	1	12	0
COc1ccc(Cl)cc1NC(=O)COC(=O)c1ccc(C)o1	2	nt	2	4	-2	15	6	4	2
CN1CCC(=O)N([C@H](CSc2ccccc2)c2ccccc2)CC1	4	0	-3	5	-2	3	10	0	-23
CC1CC(C)CN(CCCNC(=O)Cn2ncn3cccc3c2=O)C1 (centres undefined)	-13	-6	3	4	0	-4	-7	7	1
O=C(COC(=O)C12CC3CC(CC(C3)C1)C2)NCCCc1ccccc1	-4	4	4	9	3	20	12	7	-3

Just PAD4 inh (2 entries from above):
mol | PAD4 inh
O=C(CCOc1ccccc1)NCC(c1ccco1)N1CCCCC1 (centres undefined) | -3
Nc1cc(=O)[nH]c(=O)n1CCCc1ccccc1 | 0
